High-throughput results as filed in PubChem.
GLP1R cytotox: cytotoxicity in counter-screen for GLP-1R inverse agonists. AID 624418. Potency, µM (highest dose often 38.3 µM), for the others: at the highest dose activity change, negative = inhibition, most hits filed as inhibitors. 410,000 tested, 0.13% active. HEK293 cAMP-luciferase reporter cells, luminescence, 24 h;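 further: loss of luciferase light is scored as toxicity; potency means the concentration at half of the fitted maximal effect; on the % scale 0 is the no-effect control and ±100 the full control effect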
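Seeding density was 200 cells/uL; after overnight-length (12 h) culture, 23 nL compounds went on for 24 h at 37 °C. Readout used a luciferase detection reagent, luminescence taken after 12 min at room temperature.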
KB-V1 cytotox: KB-V1 MDR subline cytotoxicity; KB-V1 MDR cells viability, CellTiter-Glo, 72 h; Potency, µM (highest dose often 46.1 µM), for inactives: at the top dose activity change, negative = cytotoxicity, most hits filed as cytotoxic; 400,000 tested, 3.4% active; AID 1347076; further: potency means the concentration at half of the fitted maximal effect; on the % scale 0 is the no-effect control and ±100 the full control effect; nearly all actives have a fitted effect of over 60% in size
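KB-V1, DMEM (no phenol red) + 10% FBS; cpd pin-transferred, titration series; 72 h, 37 degrees C; CellTiter-Glo, luminescence. Data normalized, curve-fit.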
D3 ag: D3 dopamine receptor (human) agonism. 410,000 tested, 0.58% active. AID 652048. D3R DiscoveRx beta-arrestin cells, luminescence, 90 min. max activation, %. P35462; in the data active means max activation above about 30%; further: 0% is about no effect; mostly tested at two doses, the higher about 12 µM
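Agonist mode: compounds and dopamine controls were applied to plated cells for 90 min at 37 degrees C after an overnight attachment at 1500 cells/well. Luminescent read-out followed 30 - 60 minutes at room temperature with DiscoveRx detection reagent.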
PTHR1 ag: agonists of human PTHR1 parathyroid hormone receptor | Q03431 | HEK293 GP2 PTHR1 cells, GloSensor cAMP luminescence, 1 h | Potency, µM (titrated, usually from 115 µM), inactives show top-dose activation, hits mostly activators | 410,000 tested, 0.075% active; further: potency means the concentration at half of the fitted maximal effect; nearly all actives have a fitted effect of over 55% in size; some results filed as inactive show a strong effect at the top dose; inactives centre near -15; many of its hits are not listed in these tables
Target sequence (Q03431 whole entry, looked up): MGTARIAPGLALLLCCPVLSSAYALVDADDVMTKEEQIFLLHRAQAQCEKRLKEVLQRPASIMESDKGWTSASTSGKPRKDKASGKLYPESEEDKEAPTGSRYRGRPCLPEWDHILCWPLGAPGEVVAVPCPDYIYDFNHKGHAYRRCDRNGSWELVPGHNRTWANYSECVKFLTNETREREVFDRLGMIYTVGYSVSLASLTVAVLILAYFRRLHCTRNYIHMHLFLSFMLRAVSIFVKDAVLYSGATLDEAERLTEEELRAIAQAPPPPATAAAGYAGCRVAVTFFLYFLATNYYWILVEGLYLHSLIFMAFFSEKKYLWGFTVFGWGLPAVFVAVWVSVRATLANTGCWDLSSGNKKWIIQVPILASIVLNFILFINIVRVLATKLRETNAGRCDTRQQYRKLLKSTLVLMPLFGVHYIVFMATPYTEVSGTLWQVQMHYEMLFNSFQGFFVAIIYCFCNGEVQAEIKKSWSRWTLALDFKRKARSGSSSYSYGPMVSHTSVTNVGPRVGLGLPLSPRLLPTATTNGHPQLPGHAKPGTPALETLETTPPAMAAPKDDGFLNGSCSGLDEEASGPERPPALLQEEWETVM
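HEK-293-derived GP2 cells expressing PTHR1 and a GloSensor cAMP reporter, 3,000/well, plated overnight, given luciferin plus IBMX (each 0.5 mM as added) for 1 h at 37 °C, then compound for 1 h at 37 °C. Luminescence was read after 15 min at room temperature.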
GLP1R inv ag: inverse agonists of human GLP-1 receptor; P43220; HEK293 GLP-1R CRE-luciferase, luminescence, 24 h; GLP-1R form is constitutively active; Potency, µM (highest dose often 38.3 µM), inactives show at the top dose activity change, negative = inhibition, usual class: inhibitors; 410,000 tested, 1.6% active; further: potency means the concentration at half of the fitted maximal effect; on the % scale 0 is the no-effect control and ±100 the full control effect; nearly all actives have a fitted effect of over 55% in size
Target sequence (P43220 whole entry, looked up): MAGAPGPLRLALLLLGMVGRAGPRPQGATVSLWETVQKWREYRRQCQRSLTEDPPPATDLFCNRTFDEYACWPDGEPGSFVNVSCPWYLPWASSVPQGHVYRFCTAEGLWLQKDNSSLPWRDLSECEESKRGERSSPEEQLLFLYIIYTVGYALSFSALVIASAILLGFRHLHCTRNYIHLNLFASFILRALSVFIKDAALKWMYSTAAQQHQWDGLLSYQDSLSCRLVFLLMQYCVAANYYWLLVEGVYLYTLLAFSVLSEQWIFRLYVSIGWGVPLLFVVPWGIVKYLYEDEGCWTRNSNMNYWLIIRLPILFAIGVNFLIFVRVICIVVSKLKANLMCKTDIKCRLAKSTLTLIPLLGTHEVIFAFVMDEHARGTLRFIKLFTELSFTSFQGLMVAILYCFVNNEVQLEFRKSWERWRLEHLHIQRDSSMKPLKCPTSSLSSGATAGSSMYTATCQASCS
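qHTS in 1536-well format: reporter HEK293 cells expressing constitutive GLP-1R activity in DMEM + 10% Nu serum, 24 hr with compounds at 37 deg C, luminescence read after 12 min with detection reagent.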
DRD3 antagonist: blocks the human D3 dopamine receptor. P35462. D3R cells, DiscoveRx beta-arrestin luminescence, antagonist mode; hits give low values. max response, negative = inhibition, %. 360,000 tested, 2.5% active. AID 652054; in the data active means max response below about -50%; inconclusive means no clear call, values can overlap the other calls; further: on the % scale 0 is the no-effect control and ±100 the full control effect; mostly tested at two doses, the higher about 12 µM
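Cells plated overnight at 1500 cells/well, then exposed to library compounds with dopamine controls for 90 minutes at 37 degrees C. DiscoveRx reagent added for 30–60 minutes at room temperature; luminescence read, quantitative HTS format.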
aSyn yeast inh: alpha-synuclein toxicity inhibition in yeast | 370,000 tested, 0.14% active | Yeast expressing alpha-synuclein, growth rescue, BacTiter-Glo, 24 h | Potency, µM (highest dose often 46.1 µM), inactives show at the top dose growth rescue (activation), usual class: activators; further: potency means the concentration at half of the fitted maximal effect; % of control where 0% means no effect; nearly all actives have a fitted effect of over 65% in size
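Screening used galactose-induced yeast with toxic alpha-synuclein levels, exposed to compound for 24 hr at 30 deg C. Cell growth, read with BacTiter-Glo luminescence, gave the measured signal.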
GLP1R ag: GLP-1 receptor (human) agonism | HEK293 GLP-1R CRE-luciferase, luminescence, 4-6 h; cells express a hypersensitive GLP-1R form | AID 624172 | Potency, µM (series often up to 45.6 µM), for the others: at the top dose activation, usual class: activators | 380,000 tested, 0.007% active | P43220; further: potency means the concentration at half of the fitted maximal effect; % of control where 0% means no effect
TDP-43 yeast inh: inhibitors of TDP-43 toxicity in yeast. 410,000 tested, 1.8% active. AID 652104. Potency, µM (titrated, usually from 46.1 µM), for the others: top-dose growth rescue (activation), most hits filed as activators. TDP-43 expressing yeast growth rescue, BacTiter-Glo, 24 h; further: potency means the concentration at half of the fitted maximal effect; % of control where 0% means no effect; nearly all actives have a fitted effect of over 50% in size
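Galactose-induced TDP-43 yeast, OD600=0.02, compound pinned; 24 hr, 30 deg C; BacTiter-Glo luminescence for growth. Inhibitors of TDP-43 toxicity read as activators.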
* hit, by the source's call; i = inactive; u = inconclusive; x = not tested or not shown; & = joins results of further samples; [ ] = another dose, or the depositor's remark. Unless noted, the call rests on the fitted dose curve; in most records, active means well fitted curve in the direction sought with a large enough effect; inconclusive means small, poorly fitted or top-dose-only effect, or another doubt; inactive means no such curve, though single readings can be large; an effect the other way counts as inactive or inconclusive.

smiles	GLP1R cytotox	KB-V1 cytotox	D3 ag	PTHR1 ag	GLP1R inv ag	DRD3 antagonist	aSyn yeast inh	GLP1R ag	TDP-43 yeast inh
COc1cccc(-n2c(N)c(C(=O)Nc3c(C)n(C)n(-c4ccccc4)c3=O)c3nc4ccccc4nc32)c1	0%	-23%	20	-5%	0%	13	2%	6%	4%
CCOc1ccc(Nc2c(S(=O)(=O)c3ccc(Cl)cc3)cnc3ccc(OC)cc23)cc1	-8%	-6%	-4	-19%	u	x	x	x	0%
CCOC(=O)c1c(-c2ccco2)csc1NC(=O)COC(=O)c1cnccn1	-1%	-21%	-4	-18%	1%	2	-5%	6%	13%
CCC(c1nc2ccccc2c(=O)n1CCN1CCOCC1)N1C(=O)c2ccccc2C1=O (stereo not drawn)	-11%	3%	-16	i	-10%	-18	-1%	13%	-21%
CCCCCn1c(CN2CCN(CCO)CC2)nc2c1c(=O)n(C)c(=O)n2C	-11%	-7%	-7	-23%	5%	-30	2%	-2%	-11%
Cc1ccc(C(=O)NCC(=O)OCC(=O)c2ccc(C)c([N+](=O)[O-])c2)cc1	-24%	26%	7	-28%	9%	-13	-2%	-2%	4%
O=C(CCc1ccccc1)Nc1ccc2c(c1)OCO2	10%	-8%	-2	i	4%	-14	-3%	20%	16%
COCCOc1cc(-n2ccnc2SC)c(Cl)cc1Cl	4%	u	0	-9%[57.5 µM]	2%	-14	3%	10%	-21%
COC(=O)c1scc(S(=O)(=O)C(C)(C)C)c1-n1cccc1	5%	-3%	-2	11%	1%	-8	-3%	0%	2%
Cc1ccsc1CNS(=O)(=O)c1ccc(F)cc1	4%	20%	-7	-22%	-21%	1	9%	1%	-9%
Nc1nc(Cl)nc2c1ncn2[C@H]1C[C@H](O)[C@@H](CO)O1	-20%	u	14&7	i	u	-80*	-20%	23%	27%
COC(=O)c1ccc(C(=O)OC)c(NC(=O)COC(=O)c2ccccc2OC)c1	3%	-2%	-9	-9%	18%	-12	-11%	-1%	0%
CC(C)N(C(=O)c1ccc(Cc2cn(C)c3ccccc23)nc1)C(C)C	-8%	-2%	-15	10%	16%	-4	3%	13%	3%
COc1ccc(Cc2nnc(SCC(=O)N3CCCC3)o2)cc1	0%	-7%	-5	-2%	6%	5	-2%	4%	19%
COc1ccc(NC(=O)CCCSc2ccccc2)cc1	-9%	u	-5	i	-1%	1	0%	-5%	7%
CCOC(=O)[C@H]1[C@H]2COc3ccc(C)cc3[C@@H]2N2C(=O)c3cc(Cl)ccc3NC(=O)[C@@]12C	0%	-7%	-17	-14%	u	12	19%	-1%	u
CCCCCCCCNC(=O)c1cnccn1	8%	-18%	7	-3%	9%	2	-9%	-3%	17%
CCCCC(=O)N1CCN(c2nc3ccc(Cl)cc3s2)CC1	0%	u	-14	-35%	u	23	14%	-4%	u
COc1ccc(/C=N/NC(=O)c2cccc(NC(=O)c3ccccc3Cl)c2)cc1	-21%	-15%	-3	i	u	-25	-2%	29%	-12%
CCOC(=O)C1=C(C)N(c2nonc2NC(C)=O)C(N)=C(C#N)C1c1ccccc1F (stereo not drawn)	u	1%	-3	i	u	21	-6%	-2%	0%
CC1CCN(c2oc(-c3ccc(COc4ccccc4)o3)nc2C#N)CC1	1%	-17%	4	-12%	u	x	x	x	8%
O=C(c1cccc(N2CCCC2=O)c1)N1CCN(c2cccc(Cl)c2)CC1	u	u	-6	i	u	-8	11%	-3%	22%
N#CC(=Nc1cccc(F)c1)C1=C(O)c2ccccc2C1=O	-2%	-12%	3	i	28%	6	8%	-2%	17%
Cc1ccc(C)c(NC(=S)c2nc3ccccc3s2)c1	-16%	11%	-1	-10%	-20%	51	-3%	-3%	12%
N#Cc1ccc(CC(=O)c2ccccc2)[nH]c1=O	42%[activator]	0%	0	i	2%	-14	8%	-13%	11%
O=C(Nc1ccc(F)cc1)C(c1ccncc1)N1CCN(CC(=O)N2CCCC2)CC1 (stereo not drawn)	15%	-7%	-1	-5%	6%	6	3%	x	-6%
O=C(COC(=O)c1cc[n+]([O-])cc1)NCC12CC3CC(CC(C3)C1)C2	15%	-8%	1	-2%	80%[activator]	4	-1%	0%	8%
Cc1cccc(C)c1OCc1cc(C(=O)N2CCCC2c2nonc2C)no1 (stereo not drawn)	3%	0%	6	-11%	u	-6	14%	9%	19%
Cc1cc(C)c(NC(=O)CC(=O)c2ccccc2)c(Cl)c1	4%	u	-5	i	12%	26	-1%	19%	-1%
CC(=O)NC1CC2CCCC(C1)N2C(=O)Nc1cccc(Cl)c1 (stereo not drawn)	-4%	-1%	-4	i	6%	1	-4%	11%	-9%
O=C(c1ccccc1)C(CCC(CN1CCOCC1)C(=O)c1ccccc1)CN1CCOCC1 (stereo not drawn)	u	5.8µM*	-23	-62%[inhibitor][57.5 µM]	u	-11	12%	-38%[inhibitor]	1%
CCc1ccc(NC(=O)CC2C(=O)N(c3ccc(C)cc3)C(=O)N2C2CC2)cc1 (stereo not drawn)	1%	29%	6	i	5%	6	7%	7%	18%
CCOC(=O)c1cc(S(=O)(=O)Nc2ccc(F)cc2F)cn1C	-13%	-5%	5	-11%	-11%	6	16%	1%	2%
Cc1c(NC(=O)CCSc2ccc(Cl)cc2)c(=O)n(-c2ccccc2)n1C	-4%	2%	0	-33%[inhibitor]	-1%	0	4%	-17%	9%
COc1ccc(NC(=O)c2cc(=O)[nH]c(=O)[nH]2)cc1S(=O)(=O)Nc1ccccc1Cl	1%	-19%	2	i	8%	-1	-3%	8%	x
COc1cc(C(=O)NC2CC(C)(C)CC(C)(C)C2)ccc1OC1CCN(C(C)=O)CC1	-1%	-1%	-5	-14%	u	-14	0%	1%	7%
COC(=O)c1ccc2nc(Nc3nc4ccc(F)cc4s3)sc2c1	58%[activator]	-1%	7	-22%	-82%	6	0%	-16%	3%
NS(=O)(=O)c1cc2c(cc1Cl)NC(C(Cl)Cl)NS2(=O)=O (stereo not drawn)	0%	12%	4&-12	-19%	14%	-7	4%	-4%	u
CCc1ccc(C(=O)COC(=O)c2nn(C)c(=O)c3ccccc23)cc1	-7%	-10%	2	-2%	-1%	9	-5%	-5%	27%
C[C@H](CO)N1C[C@H](C)[C@H](CN(C)C(=O)Nc2ccc(C(C)(C)C)cc2)OCc2cnnn2CCCC1=O	6%	-11%	-3	-7%	-4%	21	0%	16%	14%
CC(=O)C1CCC2C3CC(C)=C4CC(O)CCC4(C)C3CCC12C (stereo not drawn)	26%	-8%	65*	-11%	141%[activator]	-5	2%	15%	0%
CCOC(=O)c1ccc(NC(=O)CC2C(=O)N(c3ccccc3)C(=O)N2Cc2cccs2)cc1 (stereo not drawn)	-9%	2%	-2	-6%	u	x	x	x	11%
COc1ccc(S(=O)(=O)N2CCC3(CC2)OCCN3S(=O)(=O)c2c(C)cc(C)cc2C)cc1	-8%	0%	-18	-8%	13%	8	2%	3%	-18%
COc1ccc(S(=O)(=O)Nc2cccc(-c3ccc(N4CCCCCC4)nn3)c2)cc1OC	-2%&-9%	2%&4%	-5&10	-22%&-29%	2%&0%	-11	1%	8%	-5%&18%
C[C@@H]1COC(=O)[C@H](Cc2ccc(F)cc2)C/C=C\C[C@@H](CC(=O)NCCO)C(=O)N1	1%	u	37*	i	-7%	10	1%	2%	16%
CCn1c(=O)c(=O)n(CC)c2cc(N3CCCCC3)c(NC(=O)c3ccc(OC)c(OC)c3)cc21	4%	4%	-6	i	9%	x	x	x	1%
CCCCCCNC(=O)C(C#N)c1nc2ccccc2nc1N1CCCC1 (stereo not drawn)	9%	2%	4	i	-17%	6	-10%	-6%	7%
COc1ccc(C)c2sc(N3CCN(C(=O)c4ccco4)CC3)nc12	13%	-3%	1	-10%	-22%	x	x	x	22µM*
CC(C)CC(c1nnnn1C1CCCCC1)N1CCN(c2ncccn2)CC1 (stereo not drawn)	8%	-11%	0	-1%[57.5 µM]	17%	13	5%	-10%	-6%
CCOC(=O)c1cnc(SC)nc1NCCOC	0%	-14%	5	-2%	25%	0	0%	8%	14%

More structures follow.
smiles	GLP1R cytotox	KB-V1 cytotox	D3 ag	PTHR1 ag	GLP1R inv ag	DRD3 antagonist	aSyn yeast inh	GLP1R ag	TDP-43 yeast inh
CCCn1nc(NC(=O)c2ccncc2)c2cc3ccccc3nc21	-12%	1%	10	-49%[inhibitor]	5%	-2	1%	3%	19%
CC(C(=O)Nc1cc(Cl)cc(Cl)c1)N1CCCC1 (stereo not drawn)	3%	22%	-16	i	13µM*	-110*	1%	13%	7%
O=c1oc2ccccc2c(N2CCN(c3ccccc3F)CC2)c1CN1CCCC1	1%	-13%	-13	19%	-5%	x	x	x	14%
O=C1CCCN2N=C(SCC(=O)Nc3ccc([N+](=O)[O-])cc3)SC2=N1	8%	7%	-16	-63%[inhibitor]	3%	-9	-7%	8%	u
COCCN(C(=O)CSc1cc(C)c2ccccc2n1)c1c(N)n(CC(C)C)c(=O)[nH]c1=O	-12%	u	-19	i	-11%	-8	2%	7%	-3%
CC(C)N(Cc1nnc(-c2ccccc2Br)o1)C(=O)c1cc(Cl)nc2ccccc12	-5%	u	-7	-35%[inhibitor]	-45%	17	1%	5%	26%

The list is partial; rates above refer to the full screens.
